VCAM1 TNFa inh – reduces TNF alpha induced VCAM1 expression in HUVEC; inhibition, % at 2 µM; AID 802; 95,000 compounds, 0.48% hits; HUVEC TNFa-induced VCAM-1 immunofluorescence, high-content imaging;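 active means inhibition above the batch mean plus 3 SD, with images confirmed as a hit by eye, cut at about 37% in these data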;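 further: 0% = TNF-stimulated DMSO wells and 100% = unstimulated control wells; not every result past the cut was called active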
IL1B cytotox – toxic to HUVEC cells under IL-1B stimulation; HUVEC cell count loss, Hoechst imaging, IL-1B stimulated; cell count reduction, % at 2 µM; 94,000 compounds, 0.41% hits; AID 845;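 active means cell count reduction more than 3 SD above the screen-wide mean, cut at about 70% in these data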;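 further: normalized per plate to untreated control cells as the no-loss baseline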
LYP act – increases human PTPN22 phosphatase activity | Q9Y2R2 | recombinant LYP, DiFMUP fluorescence; 0 = plate median, 100 = signal doubled | activation, % at 2 µM | 96,000 compounds, 0.11% hits | AID 697;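 active means activation at 2 µM above a set limit, the mean plus 5 SD, cut at about 37% in these data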
Target sequence (Q9Y2R2 whole entry, looked up): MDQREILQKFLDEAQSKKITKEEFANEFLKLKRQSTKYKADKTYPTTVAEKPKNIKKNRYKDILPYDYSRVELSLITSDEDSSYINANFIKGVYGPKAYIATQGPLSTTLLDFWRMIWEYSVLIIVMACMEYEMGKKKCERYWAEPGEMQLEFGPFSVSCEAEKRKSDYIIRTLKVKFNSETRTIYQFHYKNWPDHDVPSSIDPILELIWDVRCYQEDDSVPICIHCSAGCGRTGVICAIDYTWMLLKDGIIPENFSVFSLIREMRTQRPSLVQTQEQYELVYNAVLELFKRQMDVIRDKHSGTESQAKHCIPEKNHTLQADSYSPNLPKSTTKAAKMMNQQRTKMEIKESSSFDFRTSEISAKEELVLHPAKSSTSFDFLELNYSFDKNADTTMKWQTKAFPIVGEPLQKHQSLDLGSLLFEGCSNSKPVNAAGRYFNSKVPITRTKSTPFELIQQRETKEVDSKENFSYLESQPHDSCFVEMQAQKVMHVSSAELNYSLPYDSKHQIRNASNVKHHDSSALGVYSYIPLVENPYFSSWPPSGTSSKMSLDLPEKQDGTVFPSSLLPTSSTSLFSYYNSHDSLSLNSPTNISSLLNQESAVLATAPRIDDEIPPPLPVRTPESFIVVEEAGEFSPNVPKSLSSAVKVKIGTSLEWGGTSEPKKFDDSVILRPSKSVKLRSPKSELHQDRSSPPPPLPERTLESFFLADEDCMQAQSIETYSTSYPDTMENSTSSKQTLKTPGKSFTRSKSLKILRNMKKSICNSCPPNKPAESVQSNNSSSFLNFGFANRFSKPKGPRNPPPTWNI
PTK2B oligo ant – blocks oligomerization of human Pyk2 in cells. Q14289. Q293 cells, Pyk2 FERM NanoBiT luminescence; active compounds read low. z-score (the deposit names both 25 µM and 10 µM). 99,000 compounds, 0.83% hits. AID 1347419;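 active means Z-score of -3 or lower, scaled per plate to the spread of control and sample wells; inactive means z-score above -3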;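 further: negative z-score means lost luminescence so less FERM oligomerization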
ERa SRC1 inh – ER-alpha (human) coactivator binding inhibition; P03372; TR-FRET ER-alpha LBD / SRC-1 peptide, estradiol-bound; inhibition, % at 25.6 µM; 86,000 compounds, 1.7% hits; in the data active means inhibition above about 50%;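 further: 0% = receptor plus peptide control and 100% = peptide only without receptor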
PTPN22 inh 2 – LYP (human) phosphatase inhibition; 96,000 compounds, 0.21% hits; AID 640; inhibition, % at 2 µM; recombinant LYP catalytic domain, DiFMUP fluorescence; Q9Y2R2;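 active means inhibition at 2 µM at or above a set limit, the screen mean plus 3 SD, cut at about 24% in these data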;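 further: 0% = DMSO with enzyme and 100% = enzyme fully blocked by orthovanadate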
HUVEC tox TNFa – toxic to HUVEC cells under TNF alpha stimulation; HUVEC TNFalpha-stimulated, Hoechst cell count, imaging; cell count reduction, % at 2 µM; 93,000 compounds, 0.17% hits;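 active means cell count reduction exceeding the screen mean by over 5 SD, scaled to untreated wells per plate, cut at about 78% in these data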;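 further: cells counted after 24 h of TNF alpha exposure following the 1 h pretreatment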
F-actin modifier – cytoskeleton assembly modification | inhibition, % at 2 µM | 91,000 compounds, 0.18% hits | HUVEC TNFa F-actin phalloidin imaging, high content;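 active means inhibition above the batch mean plus 3 SD and confirmed as a hit by visual image inspection, cut at about 30% in these data, passing the limit was not always enough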; further: strong numbers were not always called active
FAK inh – FAK (human) kinase inhibition. biochemical FAK kinase activity assay. 97,000 compounds, 0.84% hits. inhibition, %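 (tested at 7 µM)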. AID 727. Q05397; in the data active means inhibition above about 19%;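 further: 0% = DMSO and 100% = reference compound high control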
* = called active by the depositor; / = not tested or not shown; [ ] = another dose, or the depositor's remark.

(1) CC(C)(C)c1ccc(S(=O)(=O)O/N=C2/CCCCC2c2ccc([N+](=O)[O-])cc2[N+](=O)[O-])cc1 (configuration not stated)
(2) O=C(CSc1nnc(Cc2ccccc2)o1)NC1CCCCC1
(3) CC(Oc1cc(-c2ccccc2)cc2ccccc12)C(=O)N1CCOCC1 (configuration not stated)
(4) COc1ccc(-c2nnc(SCc3cc(C)cc(C)c3)o2)cc1
(5) COC(=O)c1sc(S(=O)(=O)Nc2ccc3cn[nH]c3c2)c(C(=O)OC)c1C
(6) C/C=C/c1ccc(OCCCNCC(C)O)c(OC)c1 (configuration not stated)
(7) COCCCNC(=O)/C=C/c1ccc(Cl)cc1
(8) O=c1cc(-c2ccccc2)nc2nc[nH]n12
Assay by compound	1	2	3	4	5	6	7	8
VCAM1 TNFa inh	10.7	-0.8	15.9	-4.8	3.6	17.7	2.8	-13.4
IL1B cytotox	-3.7	-9.8	-4.5	9.0	-2.3	0.0	45.5	6.6
LYP act	5.4	-1.1	-11.0	-1.8	-4.6	15.7	-7.8	-11.7
PTK2B oligo ant	0.46	-0.52	-2.78	-1.6	-0.44	0.89	0.81	1.16
ERa SRC1 inh	-8.0	-9.0	-12.0	-0.1	-3.7	-28.9	/	0.3
PTPN22 inh 2	-4.4	-2.0	10.9	1.2	7.3	-16.1	10.8	13.2
HUVEC tox TNFa	-10.6	4.9	4.4	-13.3	7.6	25.8	-20.4	15.8
F-actin modifier	7.9	7.7	-1.6	-7.1	11.2	-3.0	11.8	/
FAK inh	-1.9	1.5	-0.6	-0.6	1.3	-1.4	2.4	-2.3

(9) CCc1nnc(NC(=O)CSc2nc(C)c3c(c2C#N)CCCC3)s1
(10) O=C(COc1ccccc1)NCCSCc1ccco1
(11) COc1cccc(NC(=O)CN2CCN(c3nc(-c4cccc(OC)c4)cs3)CC2)c1
(12) COc1cc(CN(C)CC(=O)c2[nH]c(C)c(C(C)=O)c2C)ccc1OC(F)F
(13) CC(=O)C1=C(C)Nc2ncnn2C1c1ccccc1OCc1ccccc1 (configuration not stated)
(14) O=C1N(CCCN2C(=O)C3(OCCO3)c3ccccc32)c2ccccc2C12OCCO2
(15) CCC(C)NC(=O)CS(=O)(=O)Cc1nc(-c2cccc(OC)c2)oc1C (configuration not stated)
(16) CC(=O)N1CCN(c2cccc(C)c2C)CC1
Assay by compound	9	10	11	12	13	14	15	16
VCAM1 TNFa inh	-15.6	-5.1	-2.1	24.0	7.8	7.3	5.8	8.3
IL1B cytotox	-2.9	-0.8	4.0	15.8	60.2	11.3	-14.6	-14.9
LYP act	-5.5	8.3	-6.2	3.0	6.0	11.5	-11.7	7.7
PTK2B oligo ant	-3.37*	0.91	-0.21	-0.4	-3.08*	0.44	/	-0.06
ERa SRC1 inh	12.1[fluorescence artefact?]	21.7	-8.1	/	-21.1	-12.1	-8.7	9.2
PTPN22 inh 2	4.9	-11.8	8.7	0.4	-5.5	-15.0	10.2	-8.9
HUVEC tox TNFa	-10.8	4.2	-22.0	28.1	-20.3	57.4	-13.3	-34.8
F-actin modifier	-20.8	-7.6	18.1	-28.1	19.7	-35.4	18.9	29.3
FAK inh	0.1	-1.0	-2.2	3.6	-3.5	5.6	-9.3	-1.4

(17) Cn1c(N)c(C(=O)c2ccccc2)c(=O)n(C)c1=O
(18) O=C(CSc1n[nH]c(-c2ccncc2)n1)Nc1ccccn1
(19) Cc1csc(NC(=O)CSc2nnc(-c3ccccc3)o2)n1
(20) CCOC(=O)c1sc2nccc(N(C)C)c2c1N=CN(C)C
(21) COC(=O)CSc1nc(NC#N)nc(NC(C)C)n1
(22) COc1ccc(OC)c(NC(=O)COC(=O)c2c3c(nc4ccccc24)CCCC3)c1
(23) CC(C)C(C(=O)Nc1ccc2c(c1)OCO2)N1C(=O)c2ccccc2C1=O (configuration not stated)
(24) O=C(NCc1cccnc1)/C(=N\O)c1ccccc1
Assay by compound	17	18	19	20	21	22	23	24
VCAM1 TNFa inh	-6.7	-1.7	-0.2	-7.2	3.8	31.0	6.1	0.9
IL1B cytotox	19.7	-7.4	22.1	1.0	-17.3	10.8	-40.9	-86.7
LYP act	-2.5	1.7	2.9	8.6	-1.6	16.6	-7.2	10.4
PTK2B oligo ant	1.5	-0.14	0.49	-1.02	-0.68	-4.38*	0.03	-0.26
ERa SRC1 inh	/	4.6	-3.0	5.2[fluorescence artefact?]	-6.5	/	11.8	4.4
PTPN22 inh 2	5.2	-2.4	-4.6	-11.4	3.3	-13.4	4.5	-9.7
HUVEC tox TNFa	9.4	6.5	-30.9	7.9	-18.5	-2.9	-7.4	-12.8
F-actin modifier	2.9	0.5	-16.4	-43.2	18.6	-22.0	-7.3	5.0
FAK inh	0.2	7.9	-0.6	1.7	-3.9	2.8	1.9	1.8

(25) O=C(Nc1ccc(-c2cn3ccsc3n2)cc1)c1ccc(F)c(S(=O)(=O)N2CCOCC2)c1
(26) O=C(c1ccc(Cl)s1)N1CCCC1
(27) CCOC(=O)Nc1ccc2c(c1)N(C(=O)CCN1CCN(C)CC1)c1ccccc1S2
(28) FC(F)(F)c1nnc2ccc(NCn3nnc4ccccc43)nn12
(29) O=C(Cn1c(=O)c2c(ncn2Cc2ccccc2)n(Cc2ccccc2)c1=O)N1CCCC1
(30) CCN=C1SC(CC(=O)Nc2ccc(N3CCOCC3)cc2)C(=O)N1CC (configuration not stated)
(31) CCOC(=O)c1sc2nc(CC(=O)OC)nc(NCCN3CCOCC3)c2c1C
(32) Cc1c(NC(=O)CSc2nnc(C(C)Oc3ccc(Cl)cc3)n2-c2ccccc2)c(=O)n(-c2ccccc2)n1C (configuration not stated)
Assay by compound	25	26	27	28	29	30	31	32
VCAM1 TNFa inh	-2.2	-1.4	24.6	4.7	/	22.4	11.4	33.7
IL1B cytotox	-12.9	4.2	1.6	-12.1	/	-26.4	-44.7	-7.0
LYP act	0.9	2.8	1.7	-1.5	-1.8	21.6	2.0	-3.2
PTK2B oligo ant	-3.68*	1.09	0.72	1.27	0.75	-0.76	-0.63	-0.13
ERa SRC1 inh	5.6[fluorescence artefact?]	6.5[fluorescence artefact?]	1.6	-2.5[fluorescence artefact?]	/	-1.2[fluorescence artefact?]	-0.5	/
PTPN22 inh 2	-0.5	0.6	0.0	5.2	2.3	-23.7	0.4	6.0
HUVEC tox TNFa	-41.3	-37.6	-5.9	2.8	/	-5.5	-25.1	-6.3
F-actin modifier	13.7	/	11.9	7.9	/	3.9	3.5	-31.0
FAK inh	-0.2	0.7	0.7	5.0	3.6	-0.3	-1.1	-4.9

(33) Cc1nnc(-c2cccc(Br)c2)c2cn(-c3ccccc3)nc12
(34) O=C(NC(NNc1ccc([N+](=O)[O-])cc1)(C(F)(F)F)C(F)(F)F)c1ccc(Cl)cc1
(35) CC1=C(C(=O)Nc2ccccc2)C2(CCCCC2)C(C#N)=C(SCC(N)=O)N1
(36) Cc1cc(OCC(=O)Nc2ccc(S(=O)(=O)N3CCN(C)CC3)cc2)ccc1Cl
(37) Oc1ccc2ccc3cccc[n+]3c2c1
(38) COc1cccc(C(=O)N2CCN(S(C)(=O)=O)CC2)c1
(39) O=C(CCCn1c(SCC(=O)NC2CCCCC2)nc2ccccc2c1=O)NCC1CCCO1 (configuration not stated)
(40) CCOCCCN1C(=O)C(O)=C(C(C)=O)C1c1cccs1 (configuration not stated)
Assay by compound	33	34	35	36	37	38	39	40
VCAM1 TNFa inh	2.8	10.3	8.6	6.3	-7.9	13.5	-5.7	-1.5
IL1B cytotox	17.5	13.5	-85.3	-29.8	53.7	-7.4	-34.0	4.3
LYP act	-3.0	-0.8	12.6	3.9	-6.1	8.2	5.3	0.1
PTK2B oligo ant	-0.9	0.02	-1.94	0.55	-1.35	-0.08	-0.26	0.98
ERa SRC1 inh	/	/	1.5	24.5	4.9[fluorescence artefact?]	-0.8	-4.5	-9.8
PTPN22 inh 2	0.1	0.6	-13.2	-3.3	2.8	-7.1	-8.2	1.5
HUVEC tox TNFa	-14.6	2.1	-11.7	-37.5	-13.8	-42.0	-47.0	-20.2
F-actin modifier	-14.3	18.5	-11.8	-4.4	-7.8	/	6.5	7.3
FAK inh	-0.1	0.6	1.7	-1.8	-0.5	0.8	-2.4	-1.3

(41) COCCN(C(=O)CSc1nnc(Nc2ccccc2F)s1)c1c(N)n(Cc2ccccc2)c(=O)[nH]c1=O
(42) COC(=O)CNc1ccc2c(c1)OCO2
(43) CSc1nc(SCCO)c2sc3nc(-c4ccco4)c4c(c3c2n1)CC(C)(C)OC4
(44) CCC(=O)n1nc(-c2ccccc2)nc1N
(45) O=C(CN1C(=O)NC2(CCSC2)C1=O)N1CCN(c2ccc(F)cc2)CC1 (configuration not stated)
(46) Nc1ccccc1C#Cc1ccccc1
(47) Cc1cc(C(=O)CSc2nnc(N)s2)c(C)n1-c1c(C)n(C)n(-c2ccccc2)c1=O
(48) COc1ccccc1C(=O)Oc1ccc(N2C(=O)CCC2=O)cc1
Assay by compound	41	42	43	44	45	46	47	48
VCAM1 TNFa inh	10.3	6.9	16.5	-8.9	-4.8	2.3	-15.2	8.6
IL1B cytotox	-3.4	-5.1	-18.3	6.3	-5.8	-3.8	-3.6	-1.6
LYP act	3.7	0.5	-22.0	-3.8	-5.7	-5.4	-2.9	1.2
PTK2B oligo ant	-0.94	-0.54	-0.96	-0.13	0.28	/	0.33	0.38
ERa SRC1 inh	/	-4.8[fluorescence artefact?]	/	1.8	-2.7	/	6.3	8.0
PTPN22 inh 2	-6.4	2.2	22.4	5.1	2.8	8.1	1.4	-4.6
HUVEC tox TNFa	-17.5	-2.3	3.7	6.6	-10.7	0.3	-39.3	-0.8
F-actin modifier	-4.0	-31.6	-4.4	-39.0	14.5	-6.3	-0.6	-3.8
FAK inh	-0.8	1.1	28.3*	-1.7	-0.4	-0.3	-1.0	0.4

(49) COc1ccccc1CNc1n[nH]c(NCc2ccccc2OC)n1
(50) CCn1c(SCC(=O)c2ccc(O)c(O)c2)nnc1-c1ccccc1OC
(51) CC(C)Oc1ccc(C(=O)Nc2ccc(N(C)C)cc2)cc1
(52) COc1ccc(C2C(C(=O)N3CCN(c4ccccc4)CC3)c3ccccc3C(=O)N2C)cc1OC (configuration not stated)
Assay by compound	49	50	51	52
VCAM1 TNFa inh	19.0	7.9	11.5	-2.2
IL1B cytotox	10.5	-7.3	-21.1	39.1
LYP act	4.4	-10.8	-0.8	-4.1
PTK2B oligo ant	0.09	2.06	0.64	-0.37
ERa SRC1 inh	-2.5	21.6	13.0	-3.4
PTPN22 inh 2	-5.8	9.2	-1.2	7.7
HUVEC tox TNFa	-3.5	-14.2	0.0	-7.6
F-actin modifier	7.0	3.7	-51.3	13.8
FAK inh	-1.9	-1.0	1.9	6.2

A second format for part of the listing above.
Screens in order – VCAM1 TNFa inh	IL1B cytotox	LYP act	PTK2B oligo ant	ERa SRC1 inh	PTPN22 inh 2	HUVEC tox TNFa	F-actin modifier	FAK inh
#43 CSc1nc(SCCO)c2sc3nc(-c4ccco4)c4c(c3c2n1)CC(C)(C)OC4
  16.5	-18.3	-22.0	-0.96	/	22.4	3.7	-4.4	28.3*
#44 CCC(=O)n1nc(-c2ccccc2)nc1N
  -8.9	6.3	-3.8	-0.13	1.8	5.1	6.6	-39.0	-1.7
#45 O=C(CN1C(=O)NC2(CCSC2)C1=O)N1CCN(c2ccc(F)cc2)CC1 (configuration not stated)
  -4.8	-5.8	-5.7	0.28	-2.7	2.8	-10.7	14.5	-0.4
#46 Nc1ccccc1C#Cc1ccccc1
  2.3	-3.8	-5.4	/	/	8.1	0.3	-6.3	-0.3
#47 Cc1cc(C(=O)CSc2nnc(N)s2)c(C)n1-c1c(C)n(C)n(-c2ccccc2)c1=O
  -15.2	-3.6	-2.9	0.33	6.3	1.4	-39.3	-0.6	-1.0
#48 COc1ccccc1C(=O)Oc1ccc(N2C(=O)CCC2=O)cc1
  8.6	-1.6	1.2	0.38	8.0	-4.6	-0.8	-3.8	0.4
#49 COc1ccccc1CNc1n[nH]c(NCc2ccccc2OC)n1
  19.0	10.5	4.4	0.09	-2.5	-5.8	-3.5	7.0	-1.9
